Compound activity as filed in PubChem BioAssay.
L3MBTL1 block: blocks human L3MBTL1; AlphaScreen L3MBTL1–H3K9me1 peptide binding; 230,000 tested, 0.66% active; Q9Y468; Potency, µM (highest dose often 57.1 µM), inactives show at the top dose activity, negative = inhibition, most hits filed as inhibitors; active = well fitted inhibition curve with a large enough effect; inconclusive = small, poorly fitted or top-dose-only effect; inactive = no such curve, though single readings can be large or run the other way; note: nearly all actives have a fitted effect of over 60% in size
Target sequence (Q9Y468 whole entry, looked up): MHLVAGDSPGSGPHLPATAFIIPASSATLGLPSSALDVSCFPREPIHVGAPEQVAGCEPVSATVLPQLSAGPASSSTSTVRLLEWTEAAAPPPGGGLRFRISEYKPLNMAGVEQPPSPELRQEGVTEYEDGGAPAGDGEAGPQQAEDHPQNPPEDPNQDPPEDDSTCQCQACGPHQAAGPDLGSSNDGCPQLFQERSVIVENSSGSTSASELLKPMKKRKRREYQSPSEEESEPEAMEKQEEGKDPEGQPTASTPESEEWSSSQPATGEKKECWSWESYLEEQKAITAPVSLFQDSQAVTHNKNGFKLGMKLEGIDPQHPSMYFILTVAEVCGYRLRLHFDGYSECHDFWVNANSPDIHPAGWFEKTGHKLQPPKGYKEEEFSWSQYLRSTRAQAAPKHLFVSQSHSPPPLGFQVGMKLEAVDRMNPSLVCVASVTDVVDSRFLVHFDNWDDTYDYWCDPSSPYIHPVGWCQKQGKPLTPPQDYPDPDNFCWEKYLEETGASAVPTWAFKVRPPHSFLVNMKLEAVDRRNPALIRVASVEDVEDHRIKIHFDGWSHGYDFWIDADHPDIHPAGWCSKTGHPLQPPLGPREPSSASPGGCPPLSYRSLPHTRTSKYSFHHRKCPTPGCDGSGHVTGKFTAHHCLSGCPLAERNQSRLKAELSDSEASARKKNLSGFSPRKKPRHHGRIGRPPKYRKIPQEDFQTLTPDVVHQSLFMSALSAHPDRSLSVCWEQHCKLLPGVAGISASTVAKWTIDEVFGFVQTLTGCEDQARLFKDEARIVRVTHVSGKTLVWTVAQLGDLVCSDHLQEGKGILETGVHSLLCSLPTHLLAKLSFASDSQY
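AlphaScreen proximity signal between nickel-chelate acceptor and streptavidin donor beads (final 10 ug/mL) reports binding of 50 nM L3MBTL1 to 75 nM biotin-H3 K9me1 peptide; complex incubated with compounds 30 min at room temperature; cefsulodin titration as control.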
* hit, by the source's call; [ ] = dose if it differs, or a comment. % is set by controls: 0 for no effect and ±100 for the full control effect; potency is the fitted concentration of half-maximal effect.

Results for COc1cc(S(=O)(=O)Nc2cccnc2)ccc1Cl ?
L3MBTL1 block: -2.7%

What do the screens show for `CC1CCC2(CC1)NC(=O)N(CC(=O)N1CCN(S(=O)(=O)c3ccc4c(c3)CCC4)CC1)C2=O` (centres undefined)?
L3MBTL1 block: 0.0%

What do the screens show for `O=S(=O)(Nc1ccc2nc(N3CCOCC3)sc2c1)c1ccc(Cl)cc1`?
L3MBTL1 block: 3.4%

What do the screens show for `CC(C)CN(C(=O)c1ccc(Br)o1)C1CCS(=O)(=O)C1` (centres undefined)?
L3MBTL1 block: 6.3%

Results for CCC(C)(C)C1CCC2(CC1)NC(=O)N(CC(=O)NCCCc1ccccc1)C2=O (centres undefined) ?
L3MBTL1 block: 4.0%

What do the screens show for `Cc1ccc(C)c(S(=O)(=O)N2CCN(C(=O)c3ccc4ccccc4n3)CC2)c1`?
L3MBTL1 block: -5.4%

How did COc1ccc(OCCSc2nc3ccccc3n2CCC(=O)O)cc1 do in these assays?
L3MBTL1 block: -0.1%

Results for COc1ccccc1C(C)NC(=O)c1ccccc1SCC(=O)N1CCCC1 (centres undefined) ?
L3MBTL1 block: -4.1%

How did Cc1ccc(Sc2ccc(NC(=O)CCN3C(=O)NC4(CCCC4)C3=O)cc2)c(C)c1 do in these assays?
L3MBTL1 block: -0.4%

What do the screens show for `CCCN(C(=O)COC(=O)CCOc1ccc(C)cc1)c1c(N)n(Cc2ccccc2)c(=O)[nH]c1=O`?
L3MBTL1 block: -3.7%

What do the screens show for `CCCC(=O)Nc1ccc(C(=O)COC(=O)C2=COCCO2)cc1`?
L3MBTL1 block: -2.7%

What do the screens show for `CN(C)C(=O)CCc1ccc2c3c([nH]c2c1)[C@]1(C)[C@@H](C(=O)N2CCOCC2)C[C@H](CC(=O)NCCN2CCOCC2)C(=O)N1CC3`?
L3MBTL1 block: -1.0%

What do the screens show for `O=C(NCCc1ccco1)C(=O)NCC1CCCN1S(=O)(=O)c1ccccc1` (centres undefined)?
L3MBTL1 block: -0.5%

What do the screens show for `CCCCNC(=S)N(CCN(CC)CC)Cc1cc2cc3c(cc2[nH]c1=O)OCCO3`?
L3MBTL1 block: -0.7%

What do the screens show for `O=C1CC2CCCN2C=C1I` (centres undefined)?
L3MBTL1 block: 3.6%

Results for O=C(c1ccc(F)cc1Cl)N(Cc1ccco1)C1CCS(=O)(=O)C1 (centres undefined) ?
L3MBTL1 block: 1.9%

What do the screens show for `CCCOc1ccccc1OCC(=O)Nc1cc(Cl)ccc1-n1cncn1`?
L3MBTL1 block: 3.0%

What do the screens show for `O=C(COCc1ccccc1)N[C@@H]1c2ccccc2CC[C@H]1OCc1ccccc1`?
L3MBTL1 block: 8.1%

How did CN1CCC[C@@H]1CCNC(=O)c1c(-c2ccc3c(c2)OCO3)noc1-c1ccsc1 do in these assays?
L3MBTL1 block: 2.3%

Results for CC(C)(C)N1C(=O)c2ccc(C(=O)Nc3ccc(C(=O)O)cc3)cc2C1=O ?
L3MBTL1 block: 3.5%

What do the screens show for `O=C(CSc1nc2ccccc2c(=O)n1-c1ccccc1Cl)NCC1CCCO1` (centres undefined)?
L3MBTL1 block: 6.9%

Results for COc1ccc(CCN2CC(C(=O)Nc3ccccc3F)CC2=O)cc1OC (centres undefined) ?
L3MBTL1 block: 10.5%

What do the screens show for `COc1ccccc1S(=O)(=O)Nc1cccc(S(=O)(=O)N2CCCC2)c1`?
L3MBTL1 block: 1.8%

How did C(=C\n1nnc2ccccc21)/c1ccccn1 do in these assays?
L3MBTL1 block: 5.9%

Results for COC(=O)c1ccc(CNC(=O)COC(=O)/C=C/c2ccc(O)c(OC)c2)cc1 ?
L3MBTL1 block: 5.6%

Results for C[C@H]1CN([C@@H](C)CO)C(=O)c2cc(NC(=O)C3CCCCC3)ccc2O[C@H]1CN(C)S(=O)(=O)c1ccccc1 ?
L3MBTL1 block: -3.7%

What do the screens show for `COc1cccc(OC)c1OCCCCN1CCCCC1`?
L3MBTL1 block: -8.7%

How did Cc1cc(N2O[C@H]3C=C[C@@H]2C3)no1 do in these assays?
L3MBTL1 block: 8.8%

How did CN(CC(=O)Nc1cccc(F)c1)C(=O)/C=C/c1cn(Cc2ccccc2)nc1-c1cccnc1 do in these assays?
L3MBTL1 block: -7.4%

How did CNS(=O)(=O)c1cccc(C(=O)OCC(=O)c2ccc3c(c2)OCCO3)c1 do in these assays?
L3MBTL1 block: -24.3%

What do the screens show for `Cc1cccc(C(C)C)c1NC(=O)COC(=O)CN1C(=O)C2CC=CCC2C1=O` (centres undefined)?
L3MBTL1 block: -14.2%

What do the screens show for `COc1cc2c(cc1OC)C(c1cccc(F)c1)CC(=O)N2` (centres undefined)?
L3MBTL1 block: -8.1%

What do the screens show for `O=C(NC(=S)Nn1cnnc1)c1ccccc1`?
L3MBTL1 block: 6.2%

Results for Cc1ccc(C(=O)OCC(=O)NC2CCCc3ccccc32)o1 (centres undefined) ?
L3MBTL1 block: 7.4%

What do the screens show for `Cc1ccc(/C=C/C(=O)OCC(=O)NCCc2ccc(S(N)(=O)=O)cc2)o1`?
L3MBTL1 block: 0.8%

What do the screens show for `Cc1ccc(CSc2nc3nc(C)cc(C)n3n2)cc1`?
L3MBTL1 block: 4.1%

What do the screens show for `O=C(NC12CC3CC(CC(C3)C1)C2)c1cc([N+](=O)[O-])ccc1Cl`?
L3MBTL1 block: -5.1%

Results for Cc1cc(C)n2nc(SC(C)C(=O)N3CC(C)OC(C)C3)nc2n1 (centres undefined) ?
L3MBTL1 block: -4.0%

Results for COc1ccc(C(C)(C)C)cc1NC(=O)CSc1ncn[nH]1 ?
L3MBTL1 block: -0.2%

Results for CCCCn1c(N)c(N(CCOC)C(=O)CSCc2cccc(C)c2)c(=O)[nH]c1=O ?
L3MBTL1 block: 6.6%

How did Cc1ccc(-c2cc(C(=O)N3CCCC(C(F)(F)F)C3)c3ccccc3n2)o1 (centres undefined) do in these assays?
L3MBTL1 block: 3.6%

How did CCN(Cc1ccc(N(C)C)cc1)C(C)C(=O)Nc1ccc(S(=O)(=O)N2CCCC2)cc1 (centres undefined) do in these assays?
L3MBTL1 block: inconclusive

What do the screens show for `Cc1ccc(SCC(=O)OC(C)C(=O)NCc2ccccc2)cc1` (centres undefined)?
L3MBTL1 block: 43.4%[activator]

How did O=C(CCN=C1NS(=O)(=O)c2ccccc21)Nc1ccc(F)cc1Cl do in these assays?
L3MBTL1 block: 2.6%

How did O=C(CSc1nc(=O)n2ccccc2n1)NCc1ccc2c(c1)OCO2 do in these assays?
L3MBTL1 block: 4.3%

Results for COc1ccc(S(=O)(=O)N2CCCCC2)cc1NC(=O)C1CC(=O)N(Cc2ccccc2)C1 (centres undefined) ?
L3MBTL1 block: 2.4%

What do the screens show for `Cc1n(Cc2ccccc2)c2ccccc2[n+]1Cc1ccccc1`?
L3MBTL1 block: 0.4%

Results for O=C(COc1ccccc1F)Nc1ccc2[nH]c(=O)[nH]c2c1 ?
L3MBTL1 block: 2.3%

How did Cc1cccc(NS(=O)(=O)c2cccc(C(=O)Nc3cccc(C(=O)O)c3)c2)c1 do in these assays?
L3MBTL1 block: -0.9%

How did CCN(CC(=O)Nc1ccc(Br)cc1F)CC(=O)NC1CCS(=O)(=O)C1 (centres undefined) do in these assays?
L3MBTL1 block: -3.6%

5 records drawn at random from the list so far:
What do the screens show for `Cc1n(Cc2ccccc2)c2ccccc2[n+]1Cc1ccccc1`?
L3MBTL1 block: 0.4%

Results for O=C(COc1ccccc1F)Nc1ccc2[nH]c(=O)[nH]c2c1 ?
L3MBTL1 block: 2.3%

How did O=C(CSc1nc(=O)n2ccccc2n1)NCc1ccc2c(c1)OCO2 do in these assays?
L3MBTL1 block: 4.3%

How did O=C(CCN=C1NS(=O)(=O)c2ccccc21)Nc1ccc(F)cc1Cl do in these assays?
L3MBTL1 block: 2.6%

What do the screens show for `Cc1ccc(SCC(=O)OC(C)C(=O)NCc2ccccc2)cc1` (centres undefined)?
L3MBTL1 block: 43.4%[activator]

(cont.)
What do the screens show for `Cn1nnnc1Sc1ncnc2scc(-c3ccc(C(F)(F)F)cc3)c12`?
L3MBTL1 block: -4.4%

How did Cc1ccc(NC(=O)CSc2nc(=O)n(CCCN3CCOCC3)c3c2CCCC3)cc1F do in these assays?
L3MBTL1 block: -8.3%

Results for Cc1ccc(C(=O)NCC(=O)OCCCOC(=O)CNC(=O)c2ccc(C)c(C)c2)cc1C ?
L3MBTL1 block: -1.0%

What do the screens show for `COc1ccc(/C=C(/C(=O)N2CCCCC2C(=O)O)c2ccc(OC)c(OC)c2)cc1` (centres undefined)?
L3MBTL1 block: -0.1%

What do the screens show for `Cc1noc(C)c1NC(=O)N(C)C[C@H]1Oc2ccc(NC(=O)NC3CCCCC3)cc2C(=O)N([C@H](C)CO)C[C@@H]1C`?
L3MBTL1 block: 2.5%

How did CCCN(C(=O)COC(=O)CSc1ccc([N+](=O)[O-])cc1)C1CCS(=O)(=O)C1 (centres undefined) do in these assays?
L3MBTL1 block: 1.4%

Results for O=C(CCNC(=O)c1ccccc1Cl)NN=Cc1ccccc1[N+](=O)[O-] ?
L3MBTL1 block: -5.0%

How did O=C(NCCO)/C(=C\c1ccco1)NC(=O)c1ccco1 do in these assays?
L3MBTL1 block: 1.8%

What do the screens show for `Cc1n[nH]c(=O)c2c(NC(=O)CSc3nn(-c4ccccc4)c(=S)s3)oc(C)c12`?
L3MBTL1 block: 5.0%

What do the screens show for `CN(c1ccccc1)S(=O)(=O)c1cccc(NC(=O)CCNC(=O)c2ccc([N+](=O)[O-])cc2)c1`?
L3MBTL1 block: -1.9%

Among those listed so far, these contain a tert-butyl group:
Results for CC(C)(C)N1C(=O)c2ccc(C(=O)Nc3ccc(C(=O)O)cc3)cc2C1=O ?
L3MBTL1 block: 3.5%

Results for COc1ccc(C(C)(C)C)cc1NC(=O)CSc1ncn[nH]1 ?
L3MBTL1 block: -0.2%

New compounds follow
How did CCN(CC)c1ccc(NC(=O)c2ccc(=O)[nH]c2)cc1S(=O)(=O)Nc1ccc(OC)cc1 do in these assays?
L3MBTL1 block: -2.4%

Results for O=[N+]([O-])c1ccc(CSc2ccc(S(=O)(=O)N3CCCCCC3)cn2)cc1 ?
L3MBTL1 block: -14.0%

Results for COc1ccc(C2=NN(C(=O)CSc3nccn3C)C(c3ccco3)C2)cc1 (centres undefined) ?
L3MBTL1 block: -2.7%

How did COc1ccc(CCNC(=O)COC(=O)c2ccc(F)c(S(=O)(=O)N3CCOCC3)c2)cc1 do in these assays?
L3MBTL1 block: 1.4%

What do the screens show for `O=C(NC1CCCCCC1)C1CCN(C(=O)c2ccc(Cl)cc2)CC1`?
L3MBTL1 block: 4.3%

How did Cn1c(=O)oc2cc(S(=O)(=O)Nc3ccc(Cl)cc3)ccc21 do in these assays?
L3MBTL1 block: -2.8%[2.29 µM]

What do the screens show for `COc1cc(NC(=O)CN2CCN(S(=O)(=O)/C=C/c3ccccc3)CC2)cc(OC)c1OC`?
L3MBTL1 block: 4.9%

Results for O=C(CN1CCN(Cc2ccc(F)cc2Cl)CC1)NCc1ccccc1 ?
L3MBTL1 block: -6.5%

What do the screens show for `COc1ccc(C2=NN(C(=O)COC(=O)c3ccc(NC(=O)CC#N)cc3)C(c3ccco3)C2)cc1` (centres undefined)?
L3MBTL1 block: -19.5%

Results for CC1CCCN(CC(=O)NNC(=O)COc2ccc(Br)cc2)C1 (centres undefined) ?
L3MBTL1 block: -8.3%

Results for O=C(O)c1cccc(S(=O)(=O)Nc2ccc(Cc3ccncc3)cc2)c1 ?
L3MBTL1 block: -2.9%

What do the screens show for `CCOc1ccc(OCCOC(=O)C2CCN(S(=O)(=O)c3ccc(C)c(C)c3)CC2)cc1`?
L3MBTL1 block: 18.1%

What do the screens show for `O=[N+]([O-])c1ccc(Cl)c(S(=O)(=O)Nc2cccc(S(=O)(=O)NC3=NCCC3)c2)c1`?
L3MBTL1 block: -8.1%

How did COc1cc(C(C)=O)ccc1OCC(=O)NCCCn1nc(C)cc1C do in these assays?
L3MBTL1 block: 4.4%

Results for C=CCONC(=O)Cc1ccccc1 ?
L3MBTL1 block: -5.5%

Results for O=C(NCC(c1ccco1)N1CCc2ccccc2C1)c1cccc(F)c1 (centres undefined) ?
L3MBTL1 block: -9.8%

How did CCOC(=O)[C@@H]1[C@H]2COc3ccccc3[C@H]2N2C(=O)N(c3cccc(Cl)c3)C(=O)[C@@]12C do in these assays?
L3MBTL1 block: -8.9%

What do the screens show for `CCn1c(C)nc2cc(C(=O)NN=Cc3ccccc3OC(F)F)ccc21`?
L3MBTL1 block: -0.6%

Results for CCOC(=O)c1nn(-c2ccc(F)cc2)c(=O)cc1OCC(=O)Nc1ccc(F)c(F)c1 ?
L3MBTL1 block: -6.9%

How did Cc1ccc(SCCCCN2CCOCC2)cc1 do in these assays?
L3MBTL1 block: 1.6%

How did CCOc1cc(C2C3=C(CC(C)(C)CC3=O)N(CCOC)C3=C2C(=O)CC(C)(C)C3)ccc1O do in these assays?
L3MBTL1 block: -2.0%[2.29 µM]

What do the screens show for `COCCNc1nnc(SCC(=O)NC2CCCCC2)s1`?
L3MBTL1 block: 3.2%

What do the screens show for `COc1cccc(CNC(=O)COC(=O)c2cccc(S(=O)(=O)N3CCN(C(C)=O)CC3)c2)c1`?
L3MBTL1 block: 6.5%

What do the screens show for `Cn1c(SCC(=O)Nc2ccc(N3CCOCC3)cc2)nnc1C1CC1`?
L3MBTL1 block: 2.5%

How did COc1ccccc1NC(=O)COC(=O)c1cc(C)nc2ccccc12 do in these assays?
L3MBTL1 block: 3.4%

How did CCN1C(=O)[C@H]2[C@@H](c3ccc(Cl)cc3)N3C(=O)CN(CCOC)C(=O)[C@@]3(Cc3ccccc3)[C@H]2C1=O do in these assays?
L3MBTL1 block: 5.6%

What do the screens show for `COc1ccc2[nH]c(=O)c(CN(C(C)=O)c3ccc(C)cc3C)cc2c1`?
L3MBTL1 block: 7.2%[2.29 µM]

Results for O=C(Nc1ccccn1)c1ccc(-c2ccccc2)cc1 ?
L3MBTL1 block: 7.7%

These rows are one share of the data (hit frequency here may not be typical).
